Screening data (PubChem BioAssay)
BLM inh: qHTS Assay for Inhibitors of Bloom's syndrome helicase (BLM). hit rate 0.2% among 350,000. Potency, µM (doses to about 56.1 µM), for inactives: at the highest dose activity change, negative = inhibition, hits mostly inhibitors. recombinant BLM DNA unwinding, fluorescence dequenching. RecQ-like DNA helicase BLM (Homo sapiens), P54132;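 further: plate controls were vehicle for no effect and no enzyme for full effect; nearly all actives have a fitted effect of over 35% in size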
POLI inh: qHTS for Inhibitors of Polymerase Iota; DNA polymerase iota (Homo sapiens), Q9UNA4; Pol iota fluorescent replication assay, 10 min; Potency, µM (series often up to 115 µM), inactives show top-dose activity, negative = inhibition, hits mostly inhibitors; hit rate 1% among 390,000; AID 588590, 2011
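Pol iota at 10 nM preincubated 15 min with compounds at room temperature; reaction started with fluorescent substrate, 50 nM final. Fluorescence read kinetically at 0 and 10 min; buffer-only wells as negative control.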
Tb PGK inh: qHTS Assay to Find Inhibitors of Phosphoglycerate Kinase | AID 602233, 2012 | Phosphoglycerate kinase, glycosomal (Trypanosoma brucei brucei), P07378 | PGK/GAPDH coupled, Kinase-Glo luminescence, 60 min | Potency, µM (series often up to 57.5 µM), for inactives: at the highest dose activity change, negative = inhibition, most hits filed as inhibitors | hit rate 0.043% among 380,000; further: on the % scale 0 is the no-effect control and ±100 the full control effect; nearly all actives have a fitted effect of over 60% in size
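Luminescent ATP detection (Kinase-Glo Plus) follows a 60-minute room-temperature incubation, with wells lacking PGK as controls. Buffer: 100 mM TEA (pH 7.6), 5 mM MgCl2, 0.01% Tween-20. Coupling enzyme GAPDH (100 nM final) supplies unstable 1,3-BPG in-well.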
HP1b binding inh: HTS for Inhibitors of HP1-beta Chromodomain Interactions with Methylated Histone Tails | AID 540317, 2011 | hit rate 0.56% among 390,000 | Potency, µM (top dose mostly 114 µM), for the others: top-dose activity change, negative = inhibition, actives largely listed as inhibitors | Chromobox protein homolog 1 (Homo sapiens), P83916 | AlphaScreen HP1-beta / biotin-H3K9me3 peptide binding; further: nearly all actives have a fitted effect of over 70% in size; inactives centre near 23
Target sequence (P83916 whole entry, looked up): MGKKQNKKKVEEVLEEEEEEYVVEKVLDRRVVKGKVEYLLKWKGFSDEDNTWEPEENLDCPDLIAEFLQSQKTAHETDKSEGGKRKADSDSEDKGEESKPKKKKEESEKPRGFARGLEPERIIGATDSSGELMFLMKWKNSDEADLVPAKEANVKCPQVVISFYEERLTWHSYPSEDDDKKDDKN
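AlphaScreen: HP1-beta (50 nM) preformed 30 min with biotin-H3(1-18)K9me3 peptide (50 nM) in PBS pH 7.4, 0.01% Tween-20. Compound added for 30 min at RT, then streptavidin donor/nickel chelate acceptor beads (10 ug/mL) for 30 min.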
BAZ2B inh: qHTS Assay for Inhibitors of BAZ2B; Bromodomain adjacent to zinc finger domain protein 2B (Homo sapiens), Q9UIF8; AlphaScreen BAZ2B-H3K14Ac peptide displacement; Potency, µM (series often up to 114 µM), without a hit: top-dose activity change, negative = inhibition, most hits filed as inhibitors; hit rate 4.4% among 360,000; further: on the % scale 0 is the no-effect control and ±100 the full control effect; nearly all actives have a fitted effect of over 60% in size
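BAZ2B (50 nM) with biotin-H3(5-23)K14Ac peptide (50 nM) in PBS pH 7.4, 0.01% Tween-20, preformed 30 min, then compound 30 min at room temperature; top concentration 110uM. AlphaScreen streptavidin donor/nickel chelate acceptor beads (10 ug/mL final), 20 min dark, signal read.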
G9a block: qHTS Assay for Inhibitors of Histone Lysine Methyltransferase G9a; hit rate 8.8% among 350,000; Histone-lysine N-methyltransferase EHMT2 (Homo sapiens), Q96KQ7; Potency, µM (titrated, usually from 102 µM), without a hit: at the top dose activity, negative = inhibition, hits mostly inhibitors; AID 504332, 2011; G9a H3K9 monomethylation, AlphaScreen, 2 h; further: on the % scale 0 is the no-effect control and ±100 the full control effect; nearly all actives have a fitted effect of over 75% in size
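AlphaScreen detection with an anti-monomethyl H3K9 antibody quantified product after a 2 h room-temperature reaction containing 500 nM biotinylated H3K9 peptide, 20 µM SAM and 20 nM enzyme, which had been preincubated 15 min with compound.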
Pin1 inhibitor: qHTS Assay to Find Inhibitors of Pin1 | Potency, µM (top dose mostly 115 µM), without a hit: at the top dose activity, negative = inhibition, usual class: inhibitors | hit rate 0.009% among 390,000 | Peptidyl-prolyl cis-trans isomerase NIMA-interacting 1 (Homo sapiens), Q13526 | AID 504891, 2011 | Pin1 FP peptide displacement, HiFluor488, 10 min; active means well fitted inhibition curve with a large enough effect in the polarisation, with a control signal flat, not every such curve was filed as active; inconclusive means small, poorly fitted or top-dose-only effect, or effect the other way, or a change in a side signal; inactive means no such curve, though single readings can be large or run the other way; the % refers to the polarisation; further: on the % scale 0 is the no-effect control and ±100 the full control effect
Target sequence (Q13526 whole entry, looked up): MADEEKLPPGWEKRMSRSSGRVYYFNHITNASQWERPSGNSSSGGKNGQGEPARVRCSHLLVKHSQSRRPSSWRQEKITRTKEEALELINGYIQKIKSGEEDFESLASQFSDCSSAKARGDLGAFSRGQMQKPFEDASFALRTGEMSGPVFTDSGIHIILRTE
GLS inhibitor: qHTS for Inhibitors of Glutaminase (GLS). GLS enzymatic activity, qHTS titration. Potency, µM (top dose mostly 45.5 µM), inactives show at the top dose activity change, negative = inhibition, actives largely listed as inhibitors. Glutaminase kidney isoform, mitochondrial (Homo sapiens), O94925. AID 624170, 2012. hit rate 0.21% among 410,000; further: on the % scale 0 is the no-effect control and ±100 the full control effect
Target sequence (O94925 whole entry, looked up, canonical isoform): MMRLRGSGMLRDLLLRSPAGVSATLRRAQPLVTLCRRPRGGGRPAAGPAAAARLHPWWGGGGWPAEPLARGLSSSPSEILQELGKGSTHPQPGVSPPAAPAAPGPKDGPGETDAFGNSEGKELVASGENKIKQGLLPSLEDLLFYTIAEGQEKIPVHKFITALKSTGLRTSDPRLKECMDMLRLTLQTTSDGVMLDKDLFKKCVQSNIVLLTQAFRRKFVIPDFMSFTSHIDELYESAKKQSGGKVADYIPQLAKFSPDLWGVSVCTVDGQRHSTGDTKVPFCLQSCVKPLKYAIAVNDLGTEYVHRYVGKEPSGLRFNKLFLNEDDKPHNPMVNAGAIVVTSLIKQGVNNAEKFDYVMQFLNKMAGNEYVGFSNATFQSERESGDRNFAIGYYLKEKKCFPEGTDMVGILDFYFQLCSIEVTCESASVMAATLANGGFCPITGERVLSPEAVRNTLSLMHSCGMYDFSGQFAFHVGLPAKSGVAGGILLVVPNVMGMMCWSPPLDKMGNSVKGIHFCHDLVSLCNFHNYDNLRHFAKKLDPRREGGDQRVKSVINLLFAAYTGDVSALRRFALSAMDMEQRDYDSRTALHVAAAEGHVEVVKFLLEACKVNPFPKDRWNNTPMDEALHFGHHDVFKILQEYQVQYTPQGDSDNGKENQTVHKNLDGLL
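hKGA in 45 mM KH2PO4 pH 8.2, 0.02% Tween-20 with pin-transferred compounds; 1 mM L-glutamine (stock) plus glutamate oxidase/HRP/Amplex Red coupling added. Fluorescence read initially and after 30 min at RT.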
JMJD2A Tudor inh: qHTS Assay for Inhibitors of JMJD2A-Tudor Domain. Lysine-specific demethylase 4A (Homo sapiens), O75164. AlphaScreen JMJD2A-Tudor / H3K4me3 peptide binding. Potency, µM (series often up to 114 µM), for inactives: at the highest dose activity change, negative = inhibition, most hits filed as inhibitors. hit rate 4.4% among 390,000; further: on the % scale 0 is the no-effect control and ±100 the full control effect; nearly all actives have a fitted effect of over 50% in size
Active calls of the source: *; [ ] = another dose, or the depositor's remark. Unless noted, the call rests on the fitted dose curve; in most records, active means well fitted curve in the direction sought with a large enough effect; inconclusive means small, poorly fitted or top-dose-only effect, or another doubt; inactive means no such curve, though single readings can be large; an effect the other way counts as inactive or inconclusive. Potency means the concentration at half of the fitted maximal effect. Not all compounds are listed. The share of hits here may be higher or lower than overall.

`O=C(Nc1cccc(C(F)(F)F)c1)Nc1cccs1` gave BLM inh -8%, POLI inh 2%, HP1b binding inh -23%, BAZ2B inh -8%, G9a block -42%[59 µM], Pin1 inhibitor 7%, GLS inhibitor 2% and JMJD2A Tudor inh -26%.
Screening NCC/C=C1/c2ccccc2CSc2ccccc21 returned BLM inh 4%, POLI inh 4%, Tb PGK inh -8%, HP1b binding inh 11%, BAZ2B inh -4%, G9a block 1%[59 µM], Pin1 inhibitor 1%, GLS inhibitor -6% and JMJD2A Tudor inh -13%.
COc1ccc(/C=C2\SC(=S)N(CCC(=O)NC3C=CS(=O)(=O)C3)C2=O)cc1 (stereo not given) was read as BLM inh -5%, POLI inh inconclusive, Tb PGK inh -3%, HP1b binding inh 24%, BAZ2B inh -20%[57.1 µM], G9a block -11%, Pin1 inhibitor 97%[activator], GLS inhibitor -7% and JMJD2A Tudor inh -23%.
For CC1CCCC(NC(=O)COC(=O)c2ccccc2Sc2ccccc2C#N)C1C (stereo not given) the results were BLM inh -5%, POLI inh 7%, Tb PGK inh inactive, HP1b binding inh 29%, BAZ2B inh -3%, G9a block 17%[59 µM], Pin1 inhibitor 2%, GLS inhibitor -13% and JMJD2A Tudor inh -5%.
Screening COc1cc(C2NC(=O)C(C#N)=C(S)N2c2ccccc2)ccc1OC(C)C (stereo not given) returned BLM inh 4%, POLI inh 28µM*, Tb PGK inh 0%, HP1b binding inh 35%, BAZ2B inh 5%, G9a block inconclusive, Pin1 inhibitor -9%, GLS inhibitor 21% and JMJD2A Tudor inh -13%.
`O=C(CCN1C(=O)[C@@H]2Cc3ccccc3CN2C1=O)Nc1cccc(F)c1` gave BLM inh -2%, POLI inh 52%[activator], Tb PGK inh -7%, HP1b binding inh 16%, BAZ2B inh -3%, G9a block 15%, Pin1 inhibitor 0%, GLS inhibitor -12% and JMJD2A Tudor inh -13%.
For Cc1cccc(N2CCN(C(=O)Cc3ccc(Br)cc3)CC2)c1C the results were BLM inh -7%, POLI inh inconclusive, Tb PGK inh -1%, HP1b binding inh 74%[activator], BAZ2B inh 6%, G9a block 31%[59 µM], Pin1 inhibitor 16%, GLS inhibitor 0% and JMJD2A Tudor inh 28%.
For CCOC(=O)C1=C2NC(=O)c3ccccc3N2C(=O)C1 the results were BLM inh -29%, POLI inh 81%[activator], Tb PGK inh 2%, HP1b binding inh inconclusive, BAZ2B inh -28%, G9a block 7.9µM*, Pin1 inhibitor inconclusive, GLS inhibitor -11% and JMJD2A Tudor inh inconclusive.
Screening CSc1ncc(Cl)c(C(=O)Nc2c(C(=O)c3ccc(C)c(F)c3)oc3ccccc23)n1 returned BLM inh 0%, POLI inh 2%, Tb PGK inh inactive, HP1b binding inh 9%, BAZ2B inh 1%, G9a block 1%[59 µM], Pin1 inhibitor -10%, GLS inhibitor 1% and JMJD2A Tudor inh -15%.
Screening Cc1ccc(S(=O)(=O)N2CCN(C(=S)NCCc3ccccc3)CC2)cc1 returned BLM inh -10%, POLI inh -3%, Tb PGK inh 1%, HP1b binding inh 22%, G9a block -1%, Pin1 inhibitor 0%, GLS inhibitor -3% and JMJD2A Tudor inh -5%.
`COCCN1Cc2cccc(C(=O)Nc3cc(OC)ccc3OC)c2C1=O` gave BLM inh -3%, POLI inh 75%[activator], Tb PGK inh -4%, HP1b binding inh 12%, BAZ2B inh -9%, G9a block 2%[59 µM], Pin1 inhibitor 0%, GLS inhibitor -5% and JMJD2A Tudor inh -28%.
COc1ccc(/C=C/C(=O)Nc2ccc3nc4c(c(Nc5ccccc5OC)c3c2)CCCC4)cc1 was read as BLM inh -11%, POLI inh inconclusive, Tb PGK inh -13%, HP1b binding inh -8%, BAZ2B inh -38%, G9a block 7.9µM*, Pin1 inhibitor 39%[activator], GLS inhibitor -6% and JMJD2A Tudor inh inconclusive.
For CS(=O)(=O)N(Cc1ccccc1)c1ccc(C(=O)Nc2cccnc2)cc1 the results were BLM inh 1%, POLI inh -15%, Tb PGK inh -2%, HP1b binding inh 9%, BAZ2B inh 6%, G9a block -6%[59 µM], Pin1 inhibitor 2%, GLS inhibitor -23% and JMJD2A Tudor inh -20%.
For C=CCn1c(=O)c2ccccc2n2c(SCc3csc(-c4ccccc4)n3)nnc12 the results were BLM inh -2%, POLI inh 5%, Tb PGK inh 7%, HP1b binding inh 42%[activator], BAZ2B inh 0%, G9a block 9%[59 µM], Pin1 inhibitor -11%, GLS inhibitor 7% and JMJD2A Tudor inh -7%.
Screening O=C1NC2(Nc3ccccc31)C(=O)Nc1ccccc12 (stereo not given) returned BLM inh -11%, POLI inh 11%, Tb PGK inh -3%, HP1b binding inh 18%, BAZ2B inh -2%, G9a block 15%[12.7 µM], Pin1 inhibitor -6%, GLS inhibitor 11% and JMJD2A Tudor inh -13%.
Screening N#Cc1sc2nc(N3CCCCC3)c3c(c2c1N)CCCC3 returned BLM inh -11%, POLI inh 0%, Tb PGK inh 5%, HP1b binding inh 17%, BAZ2B inh -33%, G9a block -12%[59 µM], Pin1 inhibitor 7%, GLS inhibitor 19% and JMJD2A Tudor inh -12%.
For Cc1ccc(C)c(C(=O)COC(=O)c2cc(Cl)nc3ccccc23)c1 the results were BLM inh -10%, POLI inh 2%, Tb PGK inh 0%, HP1b binding inh 85%[activator], BAZ2B inh 17%, G9a block 24%[59 µM], Pin1 inhibitor -1%, GLS inhibitor -5% and JMJD2A Tudor inh 36%[activator].
For O=C(COc1ccc2ccc(=O)oc2c1)Nc1ccc(CCO)cc1 the results were BLM inh -8%, POLI inh 20%, Tb PGK inh -2%, HP1b binding inh 50%[activator], BAZ2B inh -12%[57.1 µM], G9a block 14%, Pin1 inhibitor -8%, GLS inhibitor 5% and JMJD2A Tudor inh -3%.
`O=C(NCC(c1ccco1)N1CCN(c2ccccc2)CC1)OCc1ccccc1` (stereo not given) gave BLM inh -16%, POLI inh 160%[activator], Tb PGK inh -1%, HP1b binding inh -13%, BAZ2B inh inconclusive, G9a block inconclusive, Pin1 inhibitor -3%, GLS inhibitor 4% and JMJD2A Tudor inh -35%.
CC(C)CCNC(=O)C(c1ccco1)N(CC1CCCO1)C(=O)Cn1nnc2ccccc21 (stereo not given) was read as BLM inh 4%, POLI inh 6%, Tb PGK inh -3%, HP1b binding inh 27%, BAZ2B inh 4%, G9a block -3%[59 µM], Pin1 inhibitor 0%, GLS inhibitor -4% and JMJD2A Tudor inh -14%.
CC1=C(c2ccccc2)C(O)(c2ccccc2)C(C)C1=O (stereo not given) was read as POLI inh -2%, Tb PGK inh 10%, HP1b binding inh -2%, Pin1 inhibitor -1%, GLS inhibitor inconclusive and JMJD2A Tudor inh -6%.
O=C(c1cc2cc(Cl)ccc2oc1=O)N1CCCCCCC1 was read as BLM inh -5%, POLI inh -23%, Tb PGK inh -4%, HP1b binding inh 26%, BAZ2B inh 1%, G9a block 20%, Pin1 inhibitor -8%, GLS inhibitor -4% and JMJD2A Tudor inh 1%.
Screening Cc1cc(CN(C)Cc2ccc(OCC(O)CN(C)Cc3ccccc3)cc2)on1 (stereo not given) returned BLM inh 2%, POLI inh 16%, Tb PGK inh 12%, HP1b binding inh 12%, BAZ2B inh -15%, G9a block -25%, Pin1 inhibitor 5%, GLS inhibitor 6% and JMJD2A Tudor inh -26%.
For CC1(C)CC(=O)c2cnc(NC3CC3)nc2C1 the results were BLM inh -2%, POLI inh 2%, Tb PGK inh -2%, HP1b binding inh 24%, BAZ2B inh -10%, G9a block inconclusive, Pin1 inhibitor 0%, GLS inhibitor 6% and JMJD2A Tudor inh 2%.
Screening CN(C)c1nc(OCCOC(=O)COc2ccc(Cl)cc2Cl)nc(N(C)C)n1 returned BLM inh -6%, POLI inh -7%, Tb PGK inh inactive, HP1b binding inh 94%, BAZ2B inh 11%, G9a block -30%[12.7 µM], Pin1 inhibitor 7%, GLS inhibitor -2% and JMJD2A Tudor inh 21%.
For O=C(/C=C/c1ccccc1)/C=C/c1ccccc1 the results were BLM inh -13%, POLI inh inconclusive, Tb PGK inh 5%, HP1b binding inh 33%, BAZ2B inh 3%, G9a block inconclusive, Pin1 inhibitor 1%, GLS inhibitor 4% and JMJD2A Tudor inh 5%.
`O=C(CCS(=O)(=O)c1ccccc1Cl)NC1CCCCCC1` gave POLI inh 56%[activator], Tb PGK inh 2%, HP1b binding inh 40%[activator], Pin1 inhibitor -7%, GLS inhibitor -10% and JMJD2A Tudor inh -8%.
O=C(CSc1nnc2ccc(-c3cccnc3)nn12)Nc1ccccc1F was read as POLI inh 80%[activator], Tb PGK inh -3%, HP1b binding inh 8%, BAZ2B inh -6%, G9a block 9%[0.501 µM], Pin1 inhibitor 3%, GLS inhibitor 2% and JMJD2A Tudor inh -12%.
Screening CCn1cc([N+](=O)[O-])nc1C returned BLM inh 2%, POLI inh 4%, Tb PGK inh -11%, HP1b binding inh 40%[activator], BAZ2B inh 5%, G9a block -4%, Pin1 inhibitor -12%, GLS inhibitor 3% and JMJD2A Tudor inh -4%.
